EPAC1 agonist: qHTS for Agonist of cAMP-regulated guanine nucleotide exchange factor 3 (EPAC1): primary screen | EPAC1 agonist qHTS, biochemical assay; response scale: 100% = response to 6.5 mM cAMP | hit rate 0.073% among 360,000 | Potency, µM (doses to about 154 µM), for inactives: top-dose activation, usual class: activators | Rap guanine nucleotide exchange factor 3 (Homo sapiens), O95398; also: potency is read from the fitted curve at half-maximal effect; nearly all actives have a fitted effect of over 60% in size
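Multi-concentration qHTS readout: loss of Rap1B-bound BODIPY-GDP fluorescence driven by 100 nM EPAC1 with excess GDP (50 uM), monitored kinetically at room temperature; agonist response expressed relative to 6.5 mM cAMP.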
EPAC1 antag: qHTS for Antagonist of cAMP-regulated guanine nucleotide exchange factor 3 (EPAC1): primary screen; Rap guanine nucleotide exchange factor 3 (Homo sapiens), O95398; EPAC1 GEF assay, Rap1b-BODIPY-GDP exchange fluorescence; Potency, µM (highest dose often 115 µM), for inactives: top-dose activity change, negative = inhibition, hits mostly inhibitors; hit rate 0.14% among 360,000; AID 720709, 2013;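 also: potency is read from the fitted curve at half-maximal effect; plate controls were vehicle for no effect and positive control for full effect; nearly all actives have a fitted effect of over 50% in size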
EPAC2 agonist: qHTS for Agonist of cAMP-regulated guanine nucleotide exchange factor 4 (EPAC2): primary screen; Rap guanine nucleotide exchange factor 4 (Homo sapiens), Q8WZA2; EPAC2 activation, biochemical qHTS; response scale: 100% = 6.5 mM cAMP response; Potency, µM (doses to about 154 µM), for the others: at the highest dose activation, most hits filed as activators; hit rate 0.079% among 360,000; AID 720711, 2013; also: potency is read from the fitted curve at half-maximal effect; nearly all actives have a fitted effect of over 50% in size
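Compounds were titrated in qHTS against a Rap1B-BODIPY-GDP (250 nM) complex with EPAC2 (100 nM) and GDP (50 uM). BODIPY-GDP release tracked at 480/540 nm over 30 min at room temperature, normalized to 6.5 mM cAMP.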
PLK1 PBD inh: qHTS for Inhibitors of PLK1-PDB (polo-like kinase 1 - polo-box domain): Primary Screen | Plk1 PBD binding of FITC phosphopeptide, fluorescence polarization | Potency, µM, without a hit: max response, negative = inhibition, usual class: inhibitors | hit rate 2.8% among 360,000; also: potency is read from the fitted curve at half-maximal effect; series mostly up to about 57 µM; % is scaled to controls: 0 for no effect and ±100 for the full control effect; nearly all actives have a fitted effect of over 65% in size
PI5P4Ka inh: qHTS for Inhibitors of phosphatidylinositol 5-phosphate 4-kinase (PI5P4K) | hit rate 1.2% among 330,000 | Phosphatidylinositol 5-phosphate 4-kinase type-2 alpha (Homo sapiens), P48426 | PI5P4Kalpha enzyme, ADP-Glo luminescence, 60 min; active compounds read low | max response, % | AID 652105, 2013; active = max response of -50% or lower; inconclusive = between -30% and -50%; inactive = -30% or higher; also: value at the top dose of about 77 µM; % is scaled to controls: 0 for no effect and ±100 for the full control effect
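Controls without substrate or without enzyme flank wells where PI5P4Kalpha converts substrate using 5 microM ATP (final). Incubation lasts 60 minutes at room temperature; ADP formed is read by ADP-Glo luminescence.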
IL2 activator: qHTS of IL-2 Activators. IL-2 activation reporter assay, cell-based qHTS; stimulated with anti-CD3/CD4/CD28 beads; in transgenic mouse T cells. activation, % (series mostly up to about 46 µM). hit rate 0.065% among 360,000. AID 652025, 2013; in the data active = activation above about 50%; inconclusive = mostly about 30% to 49%; also: 0% is about no effect
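Quantitative HTS in unstimulated transgenic mouse T cells, with memory T cells as non-tolerant control and PMA/ionomycin as tolerance-bypass control. Compound pretreatment lasted 60 minutes before 18 h bead stimulation; EGFP/DsRed fluorescence read.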
WRN inhibitor: qHTS for Inhibitors of WRN Helicase. Potency, µM (highest dose often 114 µM), inactives show at the highest dose activity change, negative = inhibition, most hits filed as inhibitors. hit rate 0.46% among 360,000. Bifunctional 3'-5' exonuclease/ATP-dependent helicase WRN (Homo sapiens), Q14191. AID 651768, 2012. WRN helicase unwinding, fluorescent forked duplex, kinetic; also: potency is read from the fitted curve at half-maximal effect; % is scaled to controls: 0 for no effect and ±100 for the full control effect; nearly all actives have a fitted effect of over 55% in size
Target sequence (Q14191 whole entry, looked up): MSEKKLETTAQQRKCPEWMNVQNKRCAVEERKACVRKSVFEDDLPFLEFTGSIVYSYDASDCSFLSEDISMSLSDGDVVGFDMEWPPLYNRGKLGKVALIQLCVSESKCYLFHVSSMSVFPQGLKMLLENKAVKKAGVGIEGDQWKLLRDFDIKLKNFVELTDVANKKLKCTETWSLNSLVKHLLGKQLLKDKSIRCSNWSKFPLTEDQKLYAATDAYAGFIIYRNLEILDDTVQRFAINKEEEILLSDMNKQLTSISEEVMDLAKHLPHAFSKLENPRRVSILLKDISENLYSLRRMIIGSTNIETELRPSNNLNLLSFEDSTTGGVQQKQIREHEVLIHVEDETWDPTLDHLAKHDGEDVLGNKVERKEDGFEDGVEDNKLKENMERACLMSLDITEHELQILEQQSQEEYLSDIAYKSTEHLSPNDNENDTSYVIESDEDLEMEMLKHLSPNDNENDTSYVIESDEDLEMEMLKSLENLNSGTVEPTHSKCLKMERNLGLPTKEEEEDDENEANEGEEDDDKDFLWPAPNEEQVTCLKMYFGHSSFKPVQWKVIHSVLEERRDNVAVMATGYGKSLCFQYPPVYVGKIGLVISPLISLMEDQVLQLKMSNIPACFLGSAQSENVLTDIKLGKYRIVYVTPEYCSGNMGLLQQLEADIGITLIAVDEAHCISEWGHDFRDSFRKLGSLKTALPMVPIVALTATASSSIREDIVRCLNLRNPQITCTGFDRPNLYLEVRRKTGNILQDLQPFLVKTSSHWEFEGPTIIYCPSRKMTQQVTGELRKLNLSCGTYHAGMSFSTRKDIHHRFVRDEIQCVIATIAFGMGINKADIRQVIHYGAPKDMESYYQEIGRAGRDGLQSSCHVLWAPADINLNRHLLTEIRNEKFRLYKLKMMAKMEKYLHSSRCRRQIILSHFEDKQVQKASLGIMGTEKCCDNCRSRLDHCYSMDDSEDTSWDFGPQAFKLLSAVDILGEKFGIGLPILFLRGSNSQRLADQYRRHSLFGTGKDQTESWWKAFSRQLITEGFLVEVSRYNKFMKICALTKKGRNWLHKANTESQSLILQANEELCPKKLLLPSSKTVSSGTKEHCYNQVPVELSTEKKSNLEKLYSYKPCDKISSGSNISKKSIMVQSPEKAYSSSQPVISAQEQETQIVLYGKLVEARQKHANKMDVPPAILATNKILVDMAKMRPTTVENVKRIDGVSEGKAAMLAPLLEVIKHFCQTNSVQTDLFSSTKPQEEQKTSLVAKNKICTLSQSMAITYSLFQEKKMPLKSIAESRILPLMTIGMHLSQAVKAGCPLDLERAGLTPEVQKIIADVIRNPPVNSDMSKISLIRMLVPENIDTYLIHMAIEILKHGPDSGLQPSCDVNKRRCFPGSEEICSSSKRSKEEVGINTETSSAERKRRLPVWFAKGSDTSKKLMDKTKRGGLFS
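WRN at 20 nM final preincubated with compound 15 min at room temperature; reaction started with 100 nM fluorophore/quencher forked duplex oligonucleotide and 2 mM ATP final. Unwinding followed kinetically by red fluorescence (ex 525, em 598 nm).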
CCT modulator: High-Throughput Screening for Modulators of Cytosolic Chaperonin Activity; purified chaperonin ATPase assay, HTRF ADP detection, 30 min; activity change, % (no concentration beside the values), hits read low; hit rate 0.3% among 360,000; AID 651819, 2012; in the data active = activity change below about -30%; also: % is scaled to controls: 0 for no effect and ±100 for the full control effect
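First, chaperonin was dispensed at 40 nM or 20 nM final depending on batch activity. Next, compounds were pinned at 76 uM and ATP added at 10 uM. After 30 min at 37 °C, ADP detection reagents ran 30 min at ambient temperature.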
* hit, by the source's call; [ ] = dose if it differs, or a comment. Unless noted, calls follow the shape of the dose curve; as a rule, active = well fitted curve in the direction sought with a large enough effect; inconclusive = small, poorly fitted or top-dose-only effect, or another doubt; inactive = no such curve, though single readings can be large; an effect the other way counts as inactive or inconclusive. Some of the compounds tested; rates above refer to the full screens.

Results for CC(=O)c1cccc(NC(=O)Cn2cnc(S(=O)(=O)N3CCCCC3)c2)c1 ?
EPAC1 agonist: -3%; EPAC1 antag: -14%; EPAC2 agonist: 3%; PLK1 PBD inh: 1%; PI5P4Ka inh: 3; IL2 activator: -1.2; WRN inhibitor: 0%; CCT modulator: -2.6

Results for CN(Cc1ccccc1F)Cc1cc(=O)oc2cc(O)c(Cl)cc12 ?
EPAC1 agonist: 1%; EPAC1 antag: -8%; EPAC2 agonist: 13%; PLK1 PBD inh: -20%; PI5P4Ka inh: -63*; IL2 activator: -0.2; WRN inhibitor: -10%; CCT modulator: 1.6

Results for O=C(CSc1n[nH]c(=O)[nH]c1=O)N1CCCCCC1 ?
EPAC1 agonist: 6%; EPAC1 antag: -4%; EPAC2 agonist: 2%; PLK1 PBD inh: 27µM*; PI5P4Ka inh: -14; IL2 activator: -0.9; WRN inhibitor: -1%; CCT modulator: -1.2

How did COc1ccc(C(=O)OCC(=O)c2c[nH]c3ccccc23)cc1OC do in these assays?
EPAC1 agonist: -5%; EPAC1 antag: 15%; EPAC2 agonist: -1%; PLK1 PBD inh: 6%; PI5P4Ka inh: -7; IL2 activator: 1.8; WRN inhibitor: 0%; CCT modulator: 0.9

How did COc1ccc(NC2c3ccccc3C(=O)N2c2cccnc2)cc1Cl (stereo not drawn) do in these assays?
EPAC1 agonist: -1%; EPAC1 antag: 9%; EPAC2 agonist: 5%; PLK1 PBD inh: -6%; PI5P4Ka inh: 1; IL2 activator: -2.0; WRN inhibitor: 6%; CCT modulator: -3.9

What do the screens show for `COc1cc(CN2C[C@@H](CO)O[C@@H](n3cnc4c(NCC(C)C)ncnc43)C2)cc(OC)c1OC`?
EPAC1 agonist: -17%; EPAC1 antag: -5%; EPAC2 agonist: -4%; PLK1 PBD inh: 2%; PI5P4Ka inh: -1; IL2 activator: -0.9; WRN inhibitor: -2%; CCT modulator: -0.3

How did O=c1c2ccccc2nc2c3ccccc3c(NCc3ccccn3)nn12 do in these assays?
EPAC1 agonist: -5%; EPAC1 antag: -11%; EPAC2 agonist: 4%; PLK1 PBD inh: -27%; PI5P4Ka inh: 3; IL2 activator: 0.1; WRN inhibitor: -19%[11.6 µM]; CCT modulator: -1.4

Results for Nc1ccccc1SCc1ccccc1 ?
EPAC1 agonist: -14%; EPAC1 antag: -15%; EPAC2 agonist: 9%; PLK1 PBD inh: inconclusive; PI5P4Ka inh: -9; IL2 activator: -1.0; WRN inhibitor: -1%; CCT modulator: -1.1

What do the screens show for `CCN(CC)C(=O)C1=C(C)Nc2ncnn2C1c1cccnc1` (stereo not drawn)?
EPAC1 agonist: -3%; EPAC1 antag: -22%; EPAC2 agonist: -1%; PLK1 PBD inh: 3%; PI5P4Ka inh: 5; IL2 activator: 0.9; WRN inhibitor: 7%; CCT modulator: -1.1

What do the screens show for `O=C(CN1C(=O)/C(=C2/SC(=S)N(CCS(=O)(=O)O)C2=O)c2ccccc21)Nc1cccc(Br)c1`?
EPAC1 agonist: 1%; EPAC1 antag: inconclusive; EPAC2 agonist: 0%; PLK1 PBD inh: 27µM*; PI5P4Ka inh: -57*; IL2 activator: 0.3; WRN inhibitor: inconclusive; CCT modulator: -4.6

How did COC(=O)c1c[nH]c(=S)n1Cc1ccccc1 do in these assays?
EPAC1 agonist: -12%; EPAC1 antag: -2%; EPAC2 agonist: -1%; PLK1 PBD inh: -9%; PI5P4Ka inh: -4; IL2 activator: 0.6; WRN inhibitor: 32%; CCT modulator: -0.6

How did COc1ccccc1N1CCN(C(=O)CCNS(=O)(=O)c2ccc3c(c2)CCC(=O)N3)CC1 do in these assays?
EPAC1 agonist: -8%; EPAC1 antag: 3%; EPAC2 agonist: 6%; PLK1 PBD inh: -7%; PI5P4Ka inh: 0; IL2 activator: -1.8; WRN inhibitor: -2%; CCT modulator: 0.3

Reprinted from the part before: 2 entries, then new ones.
How did COC(=O)c1c[nH]c(=S)n1Cc1ccccc1 do in these assays?
EPAC1 agonist: -12%; EPAC1 antag: -2%; EPAC2 agonist: -1%; PLK1 PBD inh: -9%; PI5P4Ka inh: -4; IL2 activator: 0.6; WRN inhibitor: 32%; CCT modulator: -0.6

How did COc1ccccc1N1CCN(C(=O)CCNS(=O)(=O)c2ccc3c(c2)CCC(=O)N3)CC1 do in these assays?
EPAC1 agonist: -8%; EPAC1 antag: 3%; EPAC2 agonist: 6%; PLK1 PBD inh: -7%; PI5P4Ka inh: 0; IL2 activator: -1.8; WRN inhibitor: -2%; CCT modulator: 0.3

How did O=C(COc1ccc(S(=O)(=O)N2CCCCC2)cc1)N1CCCCCC1 do in these assays?
EPAC1 agonist: 6%; EPAC1 antag: 2%; EPAC2 agonist: 8%; PLK1 PBD inh: -5%; PI5P4Ka inh: 13; IL2 activator: 2.4; WRN inhibitor: 0%; CCT modulator: -4.4

What do the screens show for `COc1ccc(NC(=O)C(c2ccc(C#N)cc2)n2c(=O)c(-c3cc4ccccc4[nH]3)nc3ccccc32)cc1` (stereo not drawn)?
EPAC1 agonist: -6%; EPAC1 antag: -17%; EPAC2 agonist: 7%; PLK1 PBD inh: 0%; PI5P4Ka inh: -21; IL2 activator: -0.5; WRN inhibitor: -4%

How did CCN(C(=O)C(=O)c1c[nH]c2ccccc12)c1ccccc1 do in these assays?
EPAC1 agonist: 7%; EPAC1 antag: -3%; EPAC2 agonist: 8%; PLK1 PBD inh: -14%; PI5P4Ka inh: 2; IL2 activator: -0.5; WRN inhibitor: 0%; CCT modulator: -0.7

What do the screens show for `CC[C@H]1CCCCc2ccccc2[C@@H](C(=O)C[C@@H](O)CC(C)=O)OC1=O`?
EPAC1 agonist: -5%; EPAC1 antag: 16%; EPAC2 agonist: 2%; PLK1 PBD inh: -19%; PI5P4Ka inh: -1; IL2 activator: 0.9; WRN inhibitor: 5%; CCT modulator: -0.9

What do the screens show for `COc1cccc(Oc2ccc(C(F)(F)F)cc2NC(=O)C2=COCCO2)c1`?
EPAC1 agonist: 9%; EPAC1 antag: -25%; EPAC2 agonist: 11%; PLK1 PBD inh: -16%; PI5P4Ka inh: 26; IL2 activator: -1.5; WRN inhibitor: 6%; CCT modulator: -1.9

What do the screens show for `Cc1noc(C)c1COC(=O)c1ccc(N(C)C)cc1`?
EPAC1 agonist: 2%; EPAC1 antag: -7%; EPAC2 agonist: -3%; PLK1 PBD inh: -1%; PI5P4Ka inh: 5; IL2 activator: -2.2; WRN inhibitor: -2%; CCT modulator: 0.0

Results for CN(Cc1ccc(Cl)cc1)C(C(=O)NC1CCCCC1)c1ccnc2ccccc12 (stereo not drawn) ?
EPAC1 agonist: 13%; EPAC1 antag: -4%; EPAC2 agonist: 11%; PLK1 PBD inh: -7%; PI5P4Ka inh: -2; IL2 activator: -0.5; WRN inhibitor: -5%; CCT modulator: -0.6

How did Cc1ccc(NC(=O)c2cccc(N3C(=O)C4C5C=CC(C5)C4C3=O)c2)cc1C (stereo not drawn) do in these assays?
EPAC1 agonist: -5%; EPAC1 antag: 8%; EPAC2 agonist: 4%; PLK1 PBD inh: 0%; PI5P4Ka inh: -7; IL2 activator: -1.6; WRN inhibitor: 10%; CCT modulator: -1.5

Results for Cc1ccc(C)c(/C(O)=C2\C(=O)C(=O)N(CCCn3ccnc3)C2c2cccnc2)c1 (stereo not drawn) ?
EPAC1 agonist: -6%; EPAC1 antag: 7%; EPAC2 agonist: 0%; PLK1 PBD inh: -3%; PI5P4Ka inh: 6; IL2 activator: 0.4; WRN inhibitor: -11%; CCT modulator: -3.3

What do the screens show for `CCc1nc(SCc2cc(Cl)ccc2OC)n[nH]1`?
EPAC1 agonist: 4%; EPAC1 antag: 0%; EPAC2 agonist: 6%; PLK1 PBD inh: -5%; IL2 activator: -0.9; WRN inhibitor: 1%; CCT modulator: -0.9

What do the screens show for `Cc1cc(C)cc(-n2cc(C(=O)O)c(=O)cc2C)c1`?
EPAC1 agonist: 0%; EPAC1 antag: -8%; EPAC2 agonist: 3%; PLK1 PBD inh: 2%; PI5P4Ka inh: 0; IL2 activator: -1.7; WRN inhibitor: 3%; CCT modulator: 0.5

Results for COc1ccc(C(NC(=O)C2CCN(CCOc3ccc(Cl)cc3Cl)CC2)c2cccs2)cc1 (stereo not drawn) ?
EPAC1 agonist: -1%; EPAC1 antag: -24%; EPAC2 agonist: 12%; PLK1 PBD inh: -1%; PI5P4Ka inh: 4; IL2 activator: -0.8; WRN inhibitor: -3%; CCT modulator: -1.6

Results for CCOC(=O)c1c(NC(=O)C2CCCO2)sc2c1CCC2 (stereo not drawn) ?
EPAC1 agonist: 15%; EPAC1 antag: -12%; EPAC2 agonist: 7%; PLK1 PBD inh: -5%; PI5P4Ka inh: 5; IL2 activator: 0.2; WRN inhibitor: -3%; CCT modulator: -2.2

What do the screens show for `CC(Oc1ccccc1F)C(=O)/C=C/N(C)C` (stereo not drawn)?
EPAC1 agonist: 12%; EPAC1 antag: -5%; EPAC2 agonist: -4%; PLK1 PBD inh: -7%; IL2 activator: -2.6; WRN inhibitor: -15%; CCT modulator: -1.0

Results for O=C(Cc1c(F)cccc1Cl)OCN1C(=O)c2ccccc2C1=O ?
EPAC1 agonist: 2%; EPAC1 antag: 14%; EPAC2 agonist: 7%; PLK1 PBD inh: -2%; PI5P4Ka inh: 1; IL2 activator: -0.3; WRN inhibitor: 1%; CCT modulator: -2.0

Results for NC(=O)NC(=O)CSc1nc2cc([N+](=O)[O-])ccc2n1-c1cccc(C(F)(F)F)c1 ?
EPAC1 agonist: -18%; EPAC1 antag: -18%; EPAC2 agonist: -11%; PLK1 PBD inh: -26%; PI5P4Ka inh: -4; IL2 activator: -1.5; WRN inhibitor: -4%; CCT modulator: 1.4

Results for CC(C)(Oc1ccc(Cl)cc1)C(=O)NNC(=O)c1ccc(Br)o1 ?
EPAC1 agonist: 2%; EPAC1 antag: 4%; EPAC2 agonist: 4%; PLK1 PBD inh: -7%; PI5P4Ka inh: -6; IL2 activator: -3.0; WRN inhibitor: 3%; CCT modulator: -2.4

Screening data: PubChem BioAssay, National Center for Advancing Translational Sciences (NCATS)
